# Compound activity: PubChem, Small Molecule Screening Facility, UW Madison
# SSB-PriA inh – inhibitors of Klebsiella pneumoniae PriA binding to SSB C-terminal tail; AlphaScreen SSBct-PriA binding, biotinylated peptide; inhibition, % at 33 µM; 0.6% of 430,000 active; AID 1272365; in the data active = inhibition mostly above about 37%, no sharp cut-off; inactive = mostly below about 20%;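 also: plate controls were negative control peptide for no effect and reference peptide for full effect; strong numbers were not always called active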
# The depositor's hits bear a star; & = joins results of further samples. Not all compounds are listed; rates above refer to the full screens.
structure	SSB-PriA inh
COc1ccc(S(=O)(=O)Nc2ccc3c(c2)CCC(=O)N3CCC(C)C)c(C)c1	10.0
O=c1c2ccccc2n(Cc2nc(-c3cccc(Cl)c3)no2)c(=O)n1CCc1ccccc1	-6.0
O=C(NN=Cc1cc([N+](=O)[O-])cc(Br)c1O)C12CC3CCC(CC(C3)C1)C2	5.1
CCOc1ccc(C(=O)Nc2ccc(N3CCCC3=O)c(OC)c2)cc1OCC	-1.0
CN(C)c1ccc(CCNC(=O)COc2ccccc2F)cc1	17.0
O=[N+]([O-])c1cc(C=NO)ccc1Oc1ccc(F)cc1	-7.1
COc1ccc(CC(=O)Nc2sccc2C#N)cc1C	-24.0
COc1ccccc1N(CC(O)CN1CCN(C)CC1)S(=O)(=O)c1ccccc1 (stereo not given)	-3.0
COc1ccc(S(=O)(=O)ON=C2CCCc3ccccc32)cc1	0.2
O=C(NCc1cccs1)C(=O)NCC(c1ccc2c(c1)OCO2)N1CCN(c2ccccc2)CC1 (stereo not given)	-1.0&15.0
O=C(c1ccccn1)N1CCN(c2ccc(-c3ccccn3)nn2)CC1	157.0*
O=C(CCc1ccc(C(F)(F)F)cc1)N1CCC[C@H](S(=O)(=O)c2ccc(F)cc2)C1	-13.0
CCOc1ccc(C(=O)Nc2ccc(Nc3ccc(-n4ccc(C)n4)nn3)cc2)cc1	-13.0
O=C(NS(=O)(=O)c1ccc(Br)cc1)c1ccccc1	-6.0
CC(=NNC(=O)c1ccc(Br)o1)c1cccs1	-21.7
CCOc1ccc(CC(=O)NCCn2ncc3c(=O)n(Cc4ccccc4F)cnc32)cc1	4.0
CC(C)(C)S(=O)(=O)C1CCNC1 (stereo not given)	0.0
NC(=O)CSc1ncc(-c2ccc(Cl)c(Cl)c2)n1-c1cccc(Cl)c1	25.0
O=C(CCN1CCN(C(c2ccccc2)c2ccccc2)CC1)NN=Cc1ccc(O)cc1O	41.4
COc1ccc(Cn2c(O)c(C=C3C=CC=N3)c(=O)[nH]c2=O)cc1	-3.0
Cc1ccc(C=NNC(=O)c2ccccn2)s1	13.3
COc1coc(C(=O)Nc2ccc(C)c(Cl)c2)cc1=O	-10.0&-6.0
CNc1nn(CC(=O)Nc2c(C)cccc2C)c(N)c1-c1nc(-c2ccc(C)cc2)no1	-2.0
O=C(NCc1ccc(C(=O)c2ccccc2)s1)C(=O)Nc1cccc(N2CCCC2=O)c1	-13.0
CC(=NNc1nc(C)c(C)s1)c1ccc([N+](=O)[O-])cc1	-5.8
Nc1nonc1-n1nnc(C(=O)NN=Cc2ccccn2)c1CNc1ccccc1	20.9
COc1ccc(C=NNC(=O)C(=O)N2CCCCCC2)cc1O	-1.0
CC(C)(C)CC(=O)Nc1ccc2c(c1)CN(C(=O)c1ccccc1)CC2	-10.0
COc1ccc(CCC(=O)N2CCCN(CCn3nc(C)cc3C)CC2)cc1	-6.0
COc1ccc(NC(=O)CSc2n[nH]c(N)n2)cc1	6.0
Cc1ccc(-c2nsc(SCC(=O)Nc3cc(C(F)(F)F)ccc3Cl)n2)cc1	4.0
COC(=O)c1nc(N)sc1C(=O)c1ccc(OC)cc1	8.0
Cc1cc2ccccc2n1CCNC(=O)/C=C/c1ccccc1	-12.0
COc1ccccc1NC(=O)C(=O)NCC[C@@H](CCO)c1ccccc1	-1.0
COc1ccc(OC)c(-c2ncc(NC(=O)c3ccc(S(=O)(=O)N4CCCC[C@@H]4C)cc3)s2)c1	-13.0
Cc1ccc(-c2csc3nnc(SCC(=O)c4ccc5c(c4)OCCO5)n23)cc1C	-8.0
O=C(/C=C/c1ccc(-c2cccc(Br)c2)o1)c1ccco1	10.0
O=C(c1cccc(N2C(=O)CCC2=O)c1)N(Cc1cccnc1)c1nc2cc3c(cc2s1)OCCO3	-14.0
Cc1ccc(C(N)=NOC(=O)c2cccs2)cc1	-9.5
Cn1cccc1C(CNC(=O)C(=O)NCc1ccc(F)cc1)N1CCc2ccccc2C1 (stereo not given)	-1.0
CO[C@@H](CNC(=O)Nc1ccc2c(c1)OCO2)c1cccc(F)c1	-5.0
CSCC(C)(O)CNC(=O)c1cc(C)cs1 (stereo not given)	-9.0
O=C(/C=C/c1cc2c(cc1Br)OCO2)c1ccccn1	-14.0
CC(Cn1nnc2ccccc21)=NOC(=O)c1cc(F)c(F)cc1Cl	-12.9
Cc1ccc(NC(=O)Nc2cnc(N(C)C)nc2)cc1C	-7.0
CSc1cccc(NC(=O)Cn2cnc3nc(N4CCOCC4)sc3c2=O)c1	-3.0
CN1CCCc2cc(C(CNC(=O)COc3ccccc3F)N3CCOCC3)ccc21 (stereo not given)	-10.0
O=C(COCc1ccccc1)NC1CCC(Oc2cnccn2)CC1 (stereo not given)	3.0
COc1ccc(C)c2sc(NC(=O)c3cccc(C(=O)Nc4nc5c(OC)ccc(C)c5s4)n3)nc12	-16.0&-2.0
Cc1ccc(-c2c(C)sc3ncnc(-n4nc(C)cc4N)c23)cc1	12.0&13.0

# Going on with the list:
structure	SSB-PriA inh
Cn1nccc1-c1nc(C2CCN(C(=O)Cc3c[nH]c4ccccc34)CC2)no1	-15.0
COCCNC(=S)NN=C(C)c1ccc(-n2ccnc2)cc1	-4.8
CNC(=O)Cc1cc(=O)[nH]c(SCC(=O)Nc2ccccc2C)n1	-4.0
CC(=O)Nc1ccc(SCCCC(=O)N2CCN(C(=O)c3ccco3)CC2)nn1	-3.0
O=C(Cc1ccc(F)cc1)N1CCN(Cc2nc3ccccc3n2Cc2ccccc2)CC1	-12.0&-9.0
CSc1ccccc1NC(=O)CCCn1nc(-c2ccc(F)cc2)ccc1=O	-5.0
COc1cccc(C=NNC(=O)CNC(=O)c2ccc3c(c2)OCCO3)c1O	-3.4
O=C1C(c2ccccc2)=S=C2C(N3CCOCC3)=Nc3ccccc3N12	-15.0
COc1ccc(-c2c(C#N)c(SCc3csc(C)n3)nc3c2C(=O)CC(C)(C)C3)cc1	-5.0&2.0
COc1ccccc1CC(=O)Nc1cnn(C2CCOCC2)c1	-12.0
COc1cccc(C(CNC(=O)C(=O)NCc2cccs2)N2CCOCC2)c1 (stereo not given)	-4.0
Cc1nc(-c2ccco2)sc1CNS(=O)(=O)c1c(C)noc1C	2.0
Cc1nsc(C(=O)NCCOCCO)n1	-13.0
Cc1ccnc2c(O)cccc12	-0.8&-0.8
O=C(NCCn1nc(-c2cccnc2)ccc1=O)Nc1ccc(C(F)(F)F)cc1	-12.0&-10.0
O=C(Nc1sc2c(c1-c1nc3ccccc3s1)CCN(Cc1ccccc1)C2)c1cccc(C(F)(F)F)c1	-8.0
Clc1nc2c(Cl)ccc(Cl)c2s1	0.0
O=C(NC(=S)N1CCN(CCN2C(=O)c3cccc4cccc(c34)C2=O)CC1)c1ccc2c(c1)OCO2	-4.0
COc1ccccc1CNC(=O)[C@@H]1CSCCC(=O)N1	-7.0
CCc1nnc(N)o1	-2.0&20.0
O=C(NCCc1nc2ccccc2n1CCOc1ccc(Cl)cc1)c1ccco1	-13.0
O=C(NCCCn1nc(-c2ccncc2)ccc1=O)c1ccccc1F	-1.0
COC(=O)c1ccc(C(=O)NC[C@H](OC)c2ccccc2Cl)cc1	-4.0
CCOC(=O)N1CCN(C(=O)c2ccc(Oc3coc4cc(OC)ccc4c3=O)cc2)CC1	-16.0
COc1cccc2cc(C(=O)N3CCC(Oc4cc(C)oc(=O)c4)CC3)oc12	4.0
Cc1c(C=NNC(=O)c2ccccc2O)c2ccccn2c1C(=O)c1ccc(F)cc1	0.9
Cc1ccccc1C(=O)NCC(=O)N1CCOC(c2ccccc2)C1 (stereo not given)	-11.0
CO[C@H](C#N)c1ccco1	-18.0
O=c1oc2ccccc2nc1C=C(O)/C=C/c1ccc(F)cc1	9.5
COc1ccc(-c2nc(CCNS(=O)(=O)c3ccc(Br)cc3)cs2)cc1	-3.0
O=C(Nc1nnc(-c2ccc(Br)s2)o1)c1ccco1	-6.0
COC(=O)c1sccc1S(=O)(=O)NCC(c1ccc2c(c1)CCO2)N(C)C (stereo not given)	-7.0
CC(C)(C)OC(=O)NN=Cc1c[nH]c2ccccc12	4.3
CCc1nnc(NC(C)=O)s1	-11.0
O=C(NCc1cc(-c2ccncc2)n(C2CCCC2)n1)c1nc2ccccc2s1	0.0
Cn1nc(-c2ccc(F)cc2)cc1C(=O)N(Cc1ccco1)C1CCOCC1	-21.0
CC1=CC(=NN=C2NC(=O)C(CC(=O)Nc3ccccc3F)S2)CC(C)(C)C1 (stereo not given)	15.1
COc1ccc(S(=O)(=O)N2CCCC(C(=O)Nc3cc(C)no3)C2)cc1 (stereo not given)	10.0
CN1C=CC=C/C1=C(/C#N)c1nc2ccccc2[nH]1	-11.0&-2.0
CCOC(=O)c1nn(-c2ccc(F)cc2)c(=O)cc1NCc1ccc2c(c1)OCO2	-20.0
O=C1C[C@H](CO)CN1Cc1ccc(F)cc1	-18.0
O=C(CCCc1ccccc1)NCCn1ncc2c(=O)n(Cc3cccc(F)c3)cnc21	-3.0
Cc1nc(C)c(C(=O)Nc2cnc(N3CCN(c4ccccn4)CC3)nc2)s1	-11.0
Cc1cccc(C(=O)N(CCCN(C)C)c2nc3cc4c(cc3s2)OCO4)c1	-12.0
O=C(Cn1ncn2nc(-c3ccccc3)cc2c1=O)N1CCN(c2ccccc2F)CC1	-5.0
Cc1cc(NC(=O)COc2ccc(Cl)cc2)on1	-18.0
O=C(Nc1nnc(-c2ccc(Br)o2)o1)c1ccc2ncsc2c1	-9.0
Cc1ccsc1C(O)CNC(=O)c1ccccc1Cl (stereo not given)	-21.0
Cc1ccccc1NC(=O)CC1SC(=Nc2ccccc2)N(S(=O)(=O)c2ccccc2)C1=O (stereo not given)	10.0
O=C(Nc1ccc2cn[nH]c2c1)c1cc(C2CC2)on1	-3.0

# Brought forward from above: 5 compounds; new compounds follow.
structure	SSB-PriA inh
Cc1cc(NC(=O)COc2ccc(Cl)cc2)on1	-18.0
O=C(Nc1nnc(-c2ccc(Br)o2)o1)c1ccc2ncsc2c1	-9.0
Cc1ccsc1C(O)CNC(=O)c1ccccc1Cl (stereo not given)	-21.0
Cc1ccccc1NC(=O)CC1SC(=Nc2ccccc2)N(S(=O)(=O)c2ccccc2)C1=O (stereo not given)	10.0
O=C(Nc1ccc2cn[nH]c2c1)c1cc(C2CC2)on1	-3.0
COc1cc(C=NNc2nc(C)nc3c2cnn3-c2ccccc2)ccc1O	-3.6
Cc1ccc(S(=O)(=O)N2CCCCC2CC(=O)Nc2nc3c(C)cccc3s2)cc1 (stereo not given)	31.0
Cn1c(=NC(=O)C(C)(C)C)sc2cc3c(cc21)OCCO3	-9.0
CCC(C=NNC(=O)C(N)=O)CC	-2.3
O=C(NN=C/C=C/c1ccccc1[N+](=O)[O-])c1cccnc1	-9.9
Cc1cc(N2C(=O)N(CC#N)S(=O)(=O)c3cccnc32)ccc1F	-7.0
CSc1ccc(CC(=O)N2CC(Oc3nc4ccccc4s3)C2)cc1	-20.0
O=C(Cn1cnc2c(cnn2-c2cccc(Cl)c2)c1=O)NC1CCCCC1	-13.0
Cc1ccc(NC(=O)N2CCN(c3ccc(-c4ccco4)nn3)CC2)cc1C	5.0
CSCc1nnc(NC(=O)c2ccc(S(=O)(=O)N3CCc4ccccc4C3)cc2)o1	-21.0
COc1cc(NC(=O)NC[C@H]2CN(c3ccc(F)cc3)C(=O)O2)cc(OC)c1OC	-1.0
Cc1ccccc1OCC(=O)Nc1ncc(Cc2ccc(Br)cc2)s1	-12.0
O=C(NCC1CCN(c2cnccn2)CC1)c1ccc(F)cc1Cl	6.0
O=C(CSc1nnc2ccc3ccccc3n12)NC[C@H]1CCCO1	-24.0
CCCCC(=NNC(=O)c1ccc(Br)o1)c1ccccc1	-9.5
O=S(=O)(c1ccc(Br)cc1)N1CCC(Cn2cccn2)CC1	-20.0
O=C(c1ccc2ncsc2c1)N(CCc1cccs1)C1CC1	-19.0
CCOC(=O)N1CCN(C(=O)CCCSc2ccc(NC(C)=O)nn2)CC1	-4.0
COc1ccc(Cl)cc1C(=O)NC[C@H](OC)c1ccco1	-18.0
CC(Oc1ccccc1F)C(=O)NCCn1ncccc1=O (stereo not given)	-9.0
Cc1ccccc1-c1nc(C#N)c(N2CCCC(C)C2)o1 (stereo not given)	65.8*
Cc1[nH]c(=O)[nH]c(=O)c1CCc1nnc(SCC(=O)NCc2ccccc2Cl)o1	-3.0&-1.0
COc1ccc(C/C(=N\N=C(N)N)c2ccc(OC)cc2)cc1	-10.0
Cn1cnc(S(=O)(=O)NCC2CCCN2c2nccs2)c1 (stereo not given)	8.0
CC1(C)Cc2cccc(OCC(=O)N3CCc4ncncc4C3)c2O1	-9.0

# Fetched by structure from the entries so far (3):
structure	SSB-PriA inh
CCCCC(=NNC(=O)c1ccc(Br)o1)c1ccccc1	-9.5
O=C(NN=C/C=C/c1ccccc1[N+](=O)[O-])c1cccnc1	-9.9
COc1ccc(Cl)cc1C(=O)NC[C@H](OC)c1ccco1	-18.0

# New compounds follow
structure	SSB-PriA inh
CCOC(=O)c1sc(NC(=O)Cc2ccc(Cl)s2)cc1C	-4.0
COc1ccc(C(=O)Nc2ccc3c(c2)N(C(C)=O)CC3)c(OC)c1OC	-3.0
Cc1c(F)cccc1N1Cc2cc(Br)ccc2OCC1=O	-13.0
Cc1ccc(NC(=O)CN2CCN(Cc3nc4ccccc4[nH]3)CC2)cc1Cl	-5.0
NC(=NOC(=O)c1ccc2ccccc2c1)c1cccc([N+](=O)[O-])c1	-7.3
O=C(COc1ccc(C=NNC(=O)CSCc2ccc([N+](=O)[O-])cc2)cc1)NCc1ccco1	-1.0
CCOC(=O)C(C)=NNC(=O)c1ccc([N+](=O)[O-])cc1	-5.0
